RSV antiviral HEp-2 = RSV antiviral activity via CPE protection, HEp-2 cells, primary 10 µM value included (AID 2391) | HEp-2 cells, RSV-induced CPE inhibition; higher % means a stronger effect | CPE inhibition, % at 10 µM; hits with a dose series show IC50 in µM | 0.13% of 310,000 active; in the data active means a potency from the dose series; inconclusive means CPE inhibition mostly from about 23% at the one dose, without a potency; inactive means the rest, 99 in 100 with CPE inhibition below about 21%; further: strong numbers were not always called active
MgcRacGAP inhibition = MgcRacGAP GTPase-activating activity inhibitors, confirmation, biochemical, ADP Hunter fluorescence; MgcRacGAP-stimulated Rac1 GTP hydrolysis, ADP Hunter fluorescence; higher % means a stronger effect; GST-tagged Rac1 F28L mutant substrate; one-dose inhibition, % at 30 µM; IC50 in µM for titrated hits; 0.6% of 340,000 active; AID 624330;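 active means first-screen hits whose inhibition reached a set limit at any dose in the follow-up dose series; inconclusive means inhibition above the set first-screen limit but never retested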;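 further: fluorescence reports GDP produced by GAP-driven GTP hydrolysis; strong numbers were not always called active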
NTR1 agonist = agonists of NTR1, primary screen, imaging, U2OS cells, beta-arrestin-GFP, high content (AID 493036); P30989; NTR1-U2OS beta-arrestin-GFP spot imaging, agonist mode; activation, % at 20 µM; 0.17% of 330,000 active;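 active means activation at or above 40% of the spot to cytoplasm intensity ratio, with at least 20 cells analyzed; inconclusive means wells under 20 cells, flagged as cytotoxic or low count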;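 further: 0% = DMSO without peptide and 100% = 100 nM NTR1 peptide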
Target sequence (P30989 whole entry, looked up): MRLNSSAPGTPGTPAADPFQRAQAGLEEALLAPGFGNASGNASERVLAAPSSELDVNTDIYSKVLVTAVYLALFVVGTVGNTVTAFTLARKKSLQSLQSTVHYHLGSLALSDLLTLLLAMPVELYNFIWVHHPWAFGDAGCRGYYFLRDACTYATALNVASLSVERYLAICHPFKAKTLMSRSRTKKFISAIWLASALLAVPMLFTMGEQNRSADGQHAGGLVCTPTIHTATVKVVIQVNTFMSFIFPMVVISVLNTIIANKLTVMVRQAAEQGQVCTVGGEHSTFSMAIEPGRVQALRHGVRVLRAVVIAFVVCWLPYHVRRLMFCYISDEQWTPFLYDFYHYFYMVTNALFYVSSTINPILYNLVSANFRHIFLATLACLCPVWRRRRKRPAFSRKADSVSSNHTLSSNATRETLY
SV40 large T antigen = TAg ATPase/helicase activity blockers – biochemical (AID 1903) | 0.39% of 310,000 active | SV40 large T antigen ATPase/helicase inhibition assay; higher % means a stronger effect | inhibition, % at 20 µM, or IC50 in µM where a hit was titrated; in the data active means a potency from the dose series; inconclusive means inhibition mostly from about 32% at the one dose, without a potency; inactive means the rest, 99 in 100 with inhibition below about 32%; further: strong numbers were not always called active
PhoP inhibition = PhoP-dependent GFP reporter repression – Salmonella Typhimurium, primary screen (AID 1863) | 0.16% of 300,000 active | one-dose inhibition, % at 50 µM; IC50 in µM for titrated hits | S. Typhimurium PhoP-regulated promoter GFP reporter, 4 h; higher % means a stronger effect;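 active means inhibition over 29.93%, a cutoff 3 SD above the screen mean, later confirmed by dose response; inconclusive means inhibition over 29.93% but no dose response follow-up; inactive means inhibition at most 29.93% or unconfirmed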;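 further: 0% = low Mg2+ inducing control and 100% = high Mg2+ repressing control; strong numbers were not always called active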
T cell modulator = modulates CD8 T cell binding to vesicles; 2C CD8+ T cell-vesicle binding, flow cytometry; stronger effect = lower value; 0.068% of 330,000 active; calls only at 7 µM;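 active means response, share of CD8 T cells binding vesicles, and their 90th percentile fluorescence all below set limits, cut at about 80% in these data, passing the limit was not always enough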
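System: murine 2C transgenic CD8+ T lymphocytes; also added: QL9-loaded Drosophila micro-vesicles; times: binding 1.5 h at 37 °C; measured by: flow cytometry, PE anti-B7-1 (FL2) versus Alexa647 anti-CD8 (FL8), PFA-fixed; control set: Peptide-free naked vesicles (low) and QL9 vesicles with 0.7% DMSO vehicle (high)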
TNAP activation fold = human TNAP enzyme activators, primary screen, biochemical, luminescent, no phosphate acceptor, uHTS (AID 1001). purified TNAP, luminescent activation assay, no phosphate acceptor; higher activation fold means a stronger effect. activation fold at 20 µM, or EC50 in µM where a hit was titrated. 0.03% of 200,000 active; in the data active means activation fold from about 3, or a potency from the dose series; inactive means the rest, 99 in 100 with activation fold below about 1.6; further: many of its hits are not listed in these tables
Myeloid diff MLP = compounds promoting myeloid differentiation; ER-HoxA9 myeloid progenitors, lysozyme-GFP differentiation, flow cytometry; calls only at 10 µM; 1% of 360,000 active; AID 624256;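 active means normalized GFP-positive differentiation at or above the plate's own cutoff, the solvent-only control mean plus 3 SD; inconclusive means no clear call, values can overlap the other calls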;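 further: cells exposed to compound for four days before flow analysis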
UTI89 phage lysis = inhibition of K1F phage lysis, E. coli UTI89, bacterial capsule biogenesis inhibitors, alamar blue (AID 488966); 0.02% of 340,000 active; one-dose inhibition, % at 100 µM; IC50 in µM for titrated hits; E. coli UTI89 K1F phage lysis, alamar blue, 2 h; higher % means a stronger effect;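 active means phage lysis inhibition, versus mean bacterial control, above a set limit; inconclusive means no clear call, values can overlap the other calls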;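 further: capsule biogenesis inhibitors block K1F phage lysis so surviving cells raise fluorescence; higher fluorescence means more inhibition of phage lysis; actives were called in the ten point dose series up to 300 µM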
T cell modulator vesicle-bound % = also measured in T cell modulator; calls as there; double positive events, %; measured here: CD8+ vesicle-bound cell fraction;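 binding gate set so that unloaded-vesicle control wells show 10% double positive cells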
NTR1 agonist cell count 20 µM = recorded beside NTR1 agonist, whose call it bears; cell count; measured here: cell count, cytotoxicity flag
Myeloid diff MLP GFP+ MAC1+ % = also measured in Myeloid diff MLP; calls as there; GFP+ MAC1+ double positive, %; measured here: differentiation confirmed by MAC1 staining
Numbers without * were called inactive; i = inactive; ? = inconclusive; nt = no result given; + = active, no number; [ ] = remark or other dose. This is a random part of the collection; overall some 2.3% were active at least once.

SMILES	RSV antiviral HEp-2	MgcRacGAP inhibition	NTR1 agonist	NTR1 agonist cell count 20 µM	SV40 large T antigen	PhoP inhibition	T cell modulator	T cell modulator vesicle-bound %	TNAP activation fold	Myeloid diff MLP	Myeloid diff MLP GFP+ MAC1+ %	UTI89 phage lysis
CCOc1ccc(C2C(C#N)=C(N)Oc3n[nH]c(C)c32)cc1OC(=O)C1CC1 (stereo not given)	-0.4%	9%	-1.1	83	19%	-4%	i	54	0.9	i	0.4	0.1%
CC(C)(C)NC(=O)CSc1nnc(NC(=O)c2ccccc2Cl)s1	1.0%	-2%	0.7	39	2%	1%	i	7	1.2	i	0.2	-0.3%
Cc1cc(C(=O)CSc2nnnn2C)c(C)n1CCc1ccc(F)cc1	4.8%	9%	-1.1	96	14%	12%	i	29	1	i	0.3	0.3%
COc1ccccc1C(=O)N(CCN(C)C)c1nc2cc(C)cc(C)c2s1	-2.5%	8%	1.9	56	13%	-1%	i	56	1	i	0.6	2.6%[50 µM]
CCc1ccc(NC(=O)C2CCN(S(=O)(=O)c3c(C)[nH]c(=O)[nH]c3=O)CC2)cc1	0.2%	-2%	2.1	49	-5%	12%	i	3	1.1	i	3.8	0.3%
CCOc1cc(S(=O)(=O)N2CCN(CC)CC2)ccc1Cl	1.5%	2%	-0.8	53	6%	6%	i	36	1.1	i	0.4	4.7%
COc1ccc(CN2CCNC(=O)C2CC(=O)N(C)Cc2ccon2)c(F)c1 (stereo not given)	0.4%	8%	-0.2	55	10%	11%	i	39	nt	i	3.0	-0.1%
COc1ccc2nc(SCCOC(=O)Nc3ccc(Cl)cc3)nc(C)c2c1	7.6%	10%	23	77	5%	-9%	i	41	1.1	i	0.6	0.1%[50 µM]
CCCCC(=O)OCc1c(-c2cccc(OC)c2)ncc2ccccc12	0.4%	6%	0.3	38	nt	nt	i	24	nt	i	2.2	0.9%
Cn1ccnc1C(=O)c1cc(SCC(=O)NC2CC2)nc2ccccc12	1.5%	2%	0.1	75	3%	-2%	i	57	1.1	i	0.5	0.0%
CSc1nc(-c2ccccc2)nn1C(=O)c1ccco1	1.4%	6%	0.7	43	8%	-6%	i	34	0.6	i	1.5	0.7%
Cc1ccc(C)c(-n2c3nc(=O)[nH]c(=O)c-3cc3cc([N+](=O)[O-])ccc32)c1	11%	11%	nt	nt	45%	-1%	i	30	1	nt	nt	-0.2%
Cc1ccc(-c2nnn(CC(=O)N(c3cccc(F)c3)C(C(=O)NC3CCCC3)c3ccncc3)n2)o1 (stereo not given)	1.5%	7%	-0.6	48	4%	4%	i	20	nt	i	3.4	0.3%
C=CCOn1c(=O)c(-c2ccc(OC)cc2)[n+]([O-])c2ccccc21	0.3%	4%	-0.4	51	10%	-28%	i	40	1	i	0.6	2.1%
CC(C)CCNc1nc(-c2ccco2)c2c(c1C#N)CCCC2	5.8%	10%	8.0	57	3%	2%	i	40	1.3	i	0.7	0.2%
COc1ccc(C(=O)N/N=C\C(C)=C\c2ccccc2)cc1OC	3.6%	11%	1.6	37	6%	nt	i	50	nt	i	0.7	-0.3%
Cc1cc(N2C(=O)NC(=O)CC2C)c(C)cc1C(C)C (stereo not given)	2.7%	8%	-0.6	53	6%	-6%	i	14	1	i	0.7	0.5%
CNC(=O)c1ccc(NC(=O)c2ccc3c(=O)n4c(nc3c2)CCC4)cc1	0.3%	7%	4.3	73	nt	nt	i	36	nt	i	0.5	0.7%[50 µM]
Cc1ccc2c(C)nc(Nc3nc(CSc4nc5ccccc5[nH]4)cc(=O)[nH]3)nc2c1	0.8%	-2%	1.1	33	8%	-2%	i	22	nt	?	nt	5.1%
O=C(OCC(=O)N1CCOCC1)c1cccc(S(=O)(=O)Nc2ccc(F)cc2)c1	0.7%	-2%	2.0	56	nt	nt	i	7	nt	i	0.8	0.7%[50 µM]
CC(C)c1ccc(OCC(O)CNC(C)c2ccccc2)cc1 (stereo not given)	17%	7%	2.7	76	17%	-8%	i	32	nt	i	0.2	-0.1%
O=C(c1ccco1)N1CCN(CC(O)COc2ccc(Br)cc2)CC1 (stereo not given)	1.1%	3%	-0.9	43	4%	2%	i	21	nt	i	0.7	0.1%
CC(C)(C)OC(=O)CN1C(=O)NC2(CCCc3ccccc32)C1=O (stereo not given)	2.9%	3%	-0.8	59	14%	-6%	i	21	nt	i	0.3	0.0%
CC(=O)Nc1ccc(-c2nnc(SCc3ccc(C)cc3)n2C)cc1	4.1%	5%	-0.2	72	19%	-7%	i	22	1.2	i	0.7	0.7%
COc1ccc2oc(=O)c(-c3ccccc3C(=O)N3CCOCC3)cc2c1	4.2%	8%	-0.3	35	2%	1%	i	49	1.1	i	0.5	2.9%
Cc1ccc(S(=O)(=O)N/N=C\c2ccccc2OCc2ccccc2)cc1	2.7%	-1%	2.6	45	2%	2%	i	20	1	i	11	0.3%
Cc1ccc(C23CC4CC(CC(CN)(C4)C2)C3)cc1	nt	2%	nt	nt	2%	26%	nt	nt	1.3	i	0.9	1.9%
Cc1ccc(NC(=O)COC(=O)C2(CC(=O)NC(C)C)CCCC2)cc1C	nt	4%	-1.6	50	nt	nt	i	29	nt	i	1.0	-0.1%[50 µM]
Cc1cccc(N2CCN(C(=O)CCNC(=O)Cn3ccc4ccccc4c3=O)CC2)c1C	7.9%	3%	-1.4	76	11%	-4%	i	20	1.1	i	0.7	-0.6%
COCCn1c(C)cc(/C=C2/NC(=O)N(Cc3ccc(C)cc3)C2=O)c1C	-0.1%	-7%	2.8	47	7%	-8%	i	30	nt	i	1.1	-0.2%
Cc1noc(C)c1COc1ccccc1C(=O)NNC(=O)c1ccccc1F	1.7%	10%	-2.6	57	nt	nt	i	41	nt	i	1.1	0.7%[50 µM]
O=C(CSC1=NC2(CCCCC2)N=C1c1ccccc1)Nc1ccc2c(c1)OCCO2	1.9%	15%	5.3	54	-20%	20%	i	67	1.1	+	6.3*	-0.5%
CCCCNS(=O)(=O)c1ccc(NC(=O)c2cccs2)cc1	21%	-1%	0.1	42	7%	9%	i	23	1.1	i	0.8	0.2%
Cc1ccc(C)c(NC(=O)COC(=O)CSc2ccccc2)c1	0.4%	6%	1.3	55	nt	nt	i	22	nt	i	0.6	0.8%[50 µM]
COc1ccc(NC(=O)N(Cc2cccnc2)Cc2ccccc2Cl)c(OC)c1	2.6%	nt	-1.6	44	nt	nt	i	38	nt	i	1.4	nt
O=C(CSc1nnc(-c2cccnc2)o1)NNC(=O)c1ccc(Br)cc1	0.7%	11%	0.6	63	3%	-4%	i	42	nt	i	0.2	0.0%
Cc1ccccc1-c1nnc(NC(=O)c2ccc(N3C(=O)CCC3=O)cc2)s1	-0.1%	-4%	0.1	58	-9%	2%	i	30	1	i	3.7	-2.3%
COc1ccc(C)cc1Nc1n[n+](-c2ccccc2)c(-c2c(Cl)cccc2Cl)s1	-3.8%	nt	-1.1	99	16%	10%	i	8	nt	nt	nt	nt
CC(C)CCC1(C)NC(=O)N(CC(=O)NCC(=O)Nc2ccc(F)c(F)c2F)C1=O (stereo not given)	nt	4%	0.2	55	nt	nt	i	56	nt	i	1.0	1.0%[50 µM]
Cn1c(N)c(C(=O)COC(=O)CSc2cccc3cccc(Cl)c23)c(=O)n(C)c1=O	1.1%	-1%	9.4	50	4%	4%	i	44	1.1	i	1.3	-0.2%
Cc1cc(NC(=O)C2CC(=O)N(c3ccc(Cl)cc3)C2)no1 (stereo not given)	3.0%	2%	-0.2	46	3%	8%	i	38	nt	?	nt	0.1%
O=C1NC(=S)N(C(=O)c2ccc(F)cc2)/C1=C/c1ccccc1	16%	10%	-1.8	76	0%	-20%	i	6	0.9	+	5.4*	2.2%[50 µM]
CC(C)c1ccc(NS(=O)(=O)c2cccc3cccnc23)cc1	0.5%	nt	3.6	88	8%	0%	i	23	nt	i	0.6	-0.1%
O=C(NNC(=O)c1cccnc1)Nc1ccccc1	2.0%	0%	-0.8	58	4%	-7%	i	14	1.1	i	3.2	0.3%
Cc1c(CN2CCC(CO)(CCOc3ccccc3)CC2)c(=O)n(-c2ccccc2)n1C	0.7%	1%	0.7	89	3%	3%	i	39	1.1	i	0.4	-0.6%
COc1cccc(N2CCN(C(=O)CC(NC(=O)c3ccccc3)c3ccccc3)CC2)c1 (stereo not given)	1.4%	11%	4.5	47	nt	nt	i	4	nt	i	1.1	0.3%[50 µM]
Cc1nc(-c2ccccc2)sc1-c1nnc(C2CC2)o1	6.0%	6%	1.0	47	8%	0%	i	10	nt	i	0.5	-0.8%
C/C(=N\Nc1nc(N)cc(Cl)n1)c1ccc(F)cc1	-0.5%	5%	-0.6	50	1%	0%	i	36	1.1	i	0.2	-0.3%
CCOC(=O)C1C(O)=CC(=O)CC1c1ccccc1 (stereo not given)	-0.4%	3%	-2.9	92	6%	1%	i	30	nt	i	1.5	0.5%
Cc1ccc(-n2nc3c4c(cccc4c2=O)-c2ccccc2-3)cc1	3.8%	2%	18	86	-8%	5%	i	37	1.1	i	0.5	0.6%

More structures follow:
SMILES	RSV antiviral HEp-2	MgcRacGAP inhibition	NTR1 agonist	NTR1 agonist cell count 20 µM	SV40 large T antigen	PhoP inhibition	T cell modulator	T cell modulator vesicle-bound %	TNAP activation fold	Myeloid diff MLP	Myeloid diff MLP GFP+ MAC1+ %	UTI89 phage lysis
CC(/C=N/n1c(-c2ccccc2)n[nH]c1=S)=C\c1ccco1	2.6%	24%	0.1	54	33%	2%	i	34	1.1	nt	nt	-0.3%
O=Cc1ccc(OCC(=O)Nc2ccccc2-c2ccccc2)cc1	-0.3%	4%	1.2	36	21%	-5%	i	38	1	i	0.3	0.3%
COc1ccc(CCC(=O)NCc2ccccc2Cl)cc1OC	1.1%	10%	0.4	90	4%	6%	i	57	nt	i	0.3	0.0%
Cc1cccc(NC(=O)CSc2nc(C)c(CC(=O)c3ccc(Br)cc3)c(C)c2C#N)c1C	10%	4%	5.3	37	-6%	-11%	i	62	1.1	nt	nt	8.7%
Cc1ccccc1C(=O)NC1CCN(CC(=O)Nc2ccccc2)CC1	0.5%	10%	0.2	52	8%	-3%	i	49	nt	i	0.3	0.3%
O=C(Nc1ccccc1N1CCN(C(=O)c2ccc(Cl)cc2)CC1)c1cccnc1	4.1%	4%	1.7	91	-4%	-7%	i	17	1.1	i	1.7	-0.4%
